CHRM5 antagonist – human M5 muscarinic receptor antagonists, primary screen, CHO cells, Fluo-8 calcium fluorescence; hit rate 0.59% among 360,000; CHO-hM5 cells, ACh EC80; Muscarinic acetylcholine receptor M5 (Homo sapiens), P08912; inhibition, % at 3 µM; AID 624040, 2012;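 active means inhibition above a per-plate cutoff, the mean of that plate's test compounds plus 3 SD, cut at about 27% in these data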;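 further: 0% = acetylcholine EC80 with DMSO and 100% = DMSO without agonist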
Target sequence (P08912 whole entry, looked up): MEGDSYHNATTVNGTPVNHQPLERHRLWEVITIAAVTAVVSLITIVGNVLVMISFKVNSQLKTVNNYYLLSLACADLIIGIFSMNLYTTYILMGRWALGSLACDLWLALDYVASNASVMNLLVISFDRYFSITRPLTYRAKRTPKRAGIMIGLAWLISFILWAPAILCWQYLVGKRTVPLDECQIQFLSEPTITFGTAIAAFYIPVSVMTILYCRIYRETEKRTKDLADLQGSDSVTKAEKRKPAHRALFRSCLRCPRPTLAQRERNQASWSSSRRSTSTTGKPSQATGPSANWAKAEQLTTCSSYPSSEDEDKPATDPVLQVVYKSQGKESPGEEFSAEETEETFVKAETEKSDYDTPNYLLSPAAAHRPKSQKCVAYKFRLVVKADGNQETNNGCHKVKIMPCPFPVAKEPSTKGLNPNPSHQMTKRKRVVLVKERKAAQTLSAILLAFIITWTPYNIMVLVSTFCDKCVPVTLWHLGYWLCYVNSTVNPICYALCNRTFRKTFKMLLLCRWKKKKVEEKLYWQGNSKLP
CHRM5 PAM – human M5 muscarinic receptor positive allosteric modulators, primary screen, CHO-K1 cells, Fluo-8 calcium fluorescence; Muscarinic acetylcholine receptor M5 (Homo sapiens), P08912; CHO-K1 hM5, ACh EC20 PAM; 0% = ACh EC20, 100% = ACh EC100; activation, % at 3 µM; hit rate 0.3% among 360,000; AID 624038, 2012;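 active means activation above the run cutoff, the mean activation of all test compounds plus 3 SD, cut at about 18% in these data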
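Assay system: CHO-K1 hM5 cells. Also added: acetylcholine at EC20 concentration, added after compound. Dosing: 3 µM, single dose. Times: compound preincubation 140 s before EC20 acetylcholine addition. Signal: Fluo-8 calcium fluorescence. Measure: % activation relative to EC20 and EC100 ACh responses. Repeats: singlicate, one well per test compound.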
TAAR1 agonist – human TAAR1 agonists, primary screen, Fluo-8 calcium fluorescence, CHO RD-HGA16 cells; activation, % at 3 µM; vehicle wells 0%, saturating PEA agonist 100%; hit rate 0.99% among 360,000; Trace amine-associated receptor 1 (Homo sapiens), Q96RJ0;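 active means activation above the mean activation of all test compounds in the run plus 3 SD, cut at about 38% in these data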
Target sequence (Q96RJ0 whole entry, looked up): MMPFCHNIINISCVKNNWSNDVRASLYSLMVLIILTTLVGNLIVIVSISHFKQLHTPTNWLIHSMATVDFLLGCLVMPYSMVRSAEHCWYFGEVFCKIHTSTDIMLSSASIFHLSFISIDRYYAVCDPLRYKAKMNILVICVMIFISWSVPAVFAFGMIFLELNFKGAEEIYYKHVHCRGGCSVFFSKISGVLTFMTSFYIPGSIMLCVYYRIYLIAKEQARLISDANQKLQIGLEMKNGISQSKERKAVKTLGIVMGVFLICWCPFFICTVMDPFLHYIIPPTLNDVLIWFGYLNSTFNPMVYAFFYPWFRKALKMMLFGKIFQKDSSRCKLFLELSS
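test system = CHO RD-HGA16 cells carrying human TAAR1 plus Gα16 | schedule = 17-24 h seeding, 75 min 37 °C dye, 30 min RT | compound dosing = 3 µM single concentration | control set = DMSO and PEA EC100 | replicates = n 1 | signal = Fluo-8 fluorescence, 5 s baseline then 140 s kinetic read | measure = percent activation vs PEA EC100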
CHO-K1 Ca PAM – nonselective calcium activators in parental CHO-K1 cells, primary screen, counter-screen for M1 PAM project, cell-based, Fluo-8 calcium fluorescence, full deck, 1536-well; ATP EC20; 0% at ATP EC20, 100% at ATP max; activation, % at 3 µM; hit rate 0.02% among 360,000;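 active means activation above the run cutoff, the mean activation of all test compounds plus 3 SD, cut at about 40% in these data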;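 further: peak over basal fluorescence ratio in a 140 s read after ATP addition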
CHRM5 agonist – human M5 muscarinic receptor agonists, primary screen, CHO-K1 cells, Fluo-8 calcium fluorescence; hit rate 0.19% among 360,000; AID 624037, 2012; CHO-K1 hM5 cells; 0% DMSO wells, 100% maximal acetylcholine response; activation, % at 3 µM; Muscarinic acetylcholine receptor M5 (Homo sapiens), P08912;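 active means activation above the run's mean over test compounds plus 3 SD, cut at about 23% in these data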;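 further: signal is peak over basal fluorescence ratio across the kinetic read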
CRFBP-R2 agonist – agonists of CRF-BP/CRF-R2 complex, primary screen, cell-based, HEK293, calcium dye fluorescence, uHTS; CRF-binding protein / CRF receptor 2 complex (human); calcium dye fluorescence (FLIPR); percent of saturating CRF peptide response; activation, % at 13.2 µM; hit rate 0.46% among 350,000; AID 588473, 2011;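 active means activation of at least 50%, plus an integration ratio under a set limit after plate pattern correction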;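 further: plate controls were neutral control wells without compound for no effect and CRF at EC100 for full effect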
M4 PAM – human M4 muscarinic receptor positive allosteric modulators, primary screen, CHO-K1 cells, Fluo-8 calcium fluorescence; Muscarinic acetylcholine receptor M4 (Homo sapiens), P08173; CHO-K1 hM4/Gqi5, ACh EC20; 0% = ACh EC20, 100% = maximal ACh; activation, % at 3 µM; hit rate 0.4% among 360,000; AID 624126, 2012;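 active means activation above its plate's cutoff, the mean activation of sample wells plus 3 SD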; further: some results filed as inactive read as strong as hits
TAAR1 antagonist – human TAAR1 antagonists, primary screen, Fluo-8 calcium fluorescence, CHO RD-HGA16 cells; hit rate 1.5% among 360,000; AID 624466, 2012; Trace amine-associated receptor 1 (Homo sapiens), Q96RJ0; inhibition, % at 3 µM; antagonist;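 active means inhibition above a per-plate cutoff, the mean inhibition of test compounds on that plate plus 3 SD, cut at about 49% in these data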;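 further: 0% = DMSO plus EC80 beta-PEA response and 100% = DMSO alone without agonist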
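Assay system: CHO-derived RD-HGA16 cells stably expressing human TAAR1 plus Gα16. Timing: 140 s kinetic read after compound, 140 s after agonist. Technique: kinetic Fluo-8 calcium fluorescence measurement. Measure: % inhibition of agonist calcium response.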
CRFBP-R2 block – antagonists of CRF-BP/CRF-R2 complex, primary screen, cell-based, HEK293, calcium dye fluorescence, uHTS; CRF-induced calcium fluorescence; inhibition, % at 11.8 µM; hit rate 0.59% among 350,000;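 active means inhibition of the ligand-induced calcium signal above about 50% at the single tested concentration, limit read from the data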
Starred values were filed as active, the others as inactive; / = not tested or not shown.

SMILES	CHRM5 antagonist	CHRM5 PAM	TAAR1 agonist	CHO-K1 Ca PAM	CHRM5 agonist	CRFBP-R2 agonist	M4 PAM	TAAR1 antagonist	CRFBP-R2 block
N/C(=N\OC(=O)c1ccc(OCC(F)(F)F)nc1)c1ccc(Cl)cc1	-1	11	0	0	1	0.5	2	16	-2
O=C(Cc1ccc(S(=O)(=O)N2CCOCC2)s1)Nc1cc(C(F)(F)F)ccc1N1CCCC1	4	-4	1	20	-2	2.3	-2	-23	-6
CCOC(=O)Cn1c(=O)oc2ccc(C)cc21	13	-4	0	8	-1	0.0	11	-13	10
Cc1ccc(S(=O)(=O)c2nc(-c3ccco3)oc2SC(C)C)cc1	8	-2	2	-3	-1	-1.5	1	-11	0
O=C(Nc1cccc(S(=O)(=O)N2CCCC2)c1)c1cccc(OC(F)F)c1	1	-1	4	2	-1	-0.4	-5	-8	14
CCOc1cc2[nH]c(=S)n(C3CC3)c(=O)c2cc1OCC	1	1	0	2	-1	-3.1	12	-20	8
CCCCN1CCc2c([nH]c3c(C)cccc23)C1=O	6	-6	0	17	-12	-1.9	-6	-14	14
O=C(CN1CCc2ccccc21)NC(=O)NCc1ccccc1	-9	6	3	7	0	-5.8	7	11	-7
CCNC(=O)CC1SC(=Nc2ccccc2C)N(C)C1=O (stereo not given)	-8	8	2	20	-2	-1.1	4	1	-1
CCOC(=O)N1CCN(C(=O)/C(=C/c2ccc(Cl)cc2)NC(=O)c2ccccc2)CC1	12	0	1	4	0	-2.4	6	-21	-27
O=C(/C=C/c1ccccc1F)c1ccoc1	0	1	5	20	-4	1.6	3	14	4
Cc1nn(Cc2ccccc2)c(Cl)c1/C=C1\NC(=S)NC1=O	5	2	16	-4	0	-0.7	3	-26	6
COc1cccc2cc(C(=O)NCc3ccc(Cl)cc3)c(=N)oc12	12	2	1	12	-4	-1.7	1	-6	12
O=C(c1ccc(CS(=O)(=O)c2cccc(C(F)(F)F)c2)o1)N1CCN(c2ccccn2)CC1	1	-7	12	1	3	0.4	-8	15	8
O=C(CNS(=O)(=O)c1c(Cl)cccc1Cl)OCC(=O)N1CCN(c2ccccc2)CC1	-1	-4	4	-12	1	-0.7	-7	-5	14
CCCCCC/C=C/c1ccc(OC)c([C@H]2[C@H]3C=CC[C@@H](C)[C@@H]3C(=O)N2Cc2ccccc2)c1	2	0	0	4	-1	2.0	11	4	-13
Cc1c(CCOC(=O)c2ccc(N3CCOCC3)c([N+](=O)[O-])c2)sc[n+]1CC#N	1	2	1	16	-1	-1.7	-5	-15	3
O=C(CCC(=O)Nc1ccccc1Cl)NNC(=O)NC1CCCCC1	16	1	4	3	-3	1.1	15	-12	-18
CCn1c(Cc2ccccc2)nnc1SCC(=O)Nc1ccc(C)cc1	-10	4	-3	21	0	-0.1	2	-16	-6
CCCNC(=O)c1cc(C2CCCCN2C(=O)CCc2ccccc2)on1 (stereo not given)	15	-6	0	16	0	/	-3	-20	/
CCCNCc1cc(OC)c(OCC(=O)NCCc2ccccc2)cc1Br	0	0	7	24	-3	3.1	-6	1	-27
N#Cc1ccc(CN2CCN(C(=O)CCNS(=O)(=O)c3ccc(F)c(Cl)c3)CC2)cc1	-1	-5	1	-5	3	-0.9	-14	1	31
O=C(NCCN1CCOCC1)c1cn(-c2ccccc2)nc1-c1cccs1	0	0	0	12	0	-1.0	14	-3	-16
c1cc(C2OCCO2)cs1	-5	-4	2	-9	1	1.0	5	-20	20
CCN(CC)S(=O)(=O)c1ccc(N2CCCCC2)c(NC(=O)C2=COCCO2)c1	5	3	-1	-1	-3	-2.0	-7	-12	26
Fc1ccccc1/C=C1\CCCC2=C1Nc1nnnn1C2c1ccccc1F (stereo not given)	-11	1	11	15	-3	0.0	10	-1	-44
COC(=O)C1CCN(S(=O)(=O)Cc2ccccc2Cl)CC1	-3	3	3	17	1	0.6	6	0	-7
Cc1cccc(C(=O)NC2CC3CCC(C2)N3C)c1 (stereo not given)	-9	-8	1	13	-7	-0.4	-4	-9	4
O=C(CNc1cccc(Cl)c1)NNC(=S)NCc1ccccc1	10	-8	3	-4	2	-1.9	-9	6	5
COc1ccc(/C(C)=N/N2CCOCC2)c(O)c1	4	-1	1	-13	0	0.1	-6	-33	-5
Cc1ccc(C(=O)C(c2ccccc2)N2Cc3ccccc3C2=N)cc1 (stereo not given)	2	-12	/	6	-7	-1.5	-10	/	21
Cc1cc(SCC#N)n2nc(C)c(-c3ccc(Cl)cc3)c2n1	5	-2	3	30	-5	0.4	-4	-11	-9
COc1ccc(-c2nc(-c3ccc(NC(=O)c4ccc(Br)o4)cc3)no2)cc1OC	9	2	6	4	2	5.6	9	6	32
CC1Cc2ccccc2N1CC(=O)Nc1ccc(Cl)c(S(=O)(=O)N(C)C)c1 (stereo not given)	4	2	3	12	3	1.1	-1	-13	4
CC1CCCCN1S(=O)(=O)c1ccc(S(=O)(=O)N(CC(=O)Nc2ccccc2)Cc2cccs2)cc1 (stereo not given)	2	-3	11	3	-1	-0.1	0	35	7
CCOC(=O)c1ccc(NCc2ccc3c(c2)OCO3)cc1	-3	-3	5	-2	0	-2.3	-8	21	21
COc1ccc(N(C)S(=O)(=O)c2cccc3nsnc23)cc1	2	-3	6	3	-7	0.7	-8	-1	-39
COCCOc1ccc(C(F)(F)F)cc1NC(=O)COC(=O)c1cc[n+]([O-])cc1	-1	2	2	7	4	-0.1	-6	4	9
Cc1ccc(SCC(=O)OCC(=O)NCCc2ccc(S(N)(=O)=O)cc2)c(C)c1	11	-1	-1	10	1	-5.2	-1	22	19
CC1(c2ccccc2)NC(=O)N(Cc2ccc([N+](=O)[O-])cc2)C1=O (stereo not given)	0	-9	1	9	0	-1.8	6	10	26
O=C(CCCNS(=O)(=O)c1cccc2nsnc12)NCc1ccc(F)cc1	4	-2	8	-10	2	0.6	1	-4	7
CCOCc1nnc(NC(=O)c2c(-c3ccccc3)noc2C)s1	-15	12	2	19	0	0.1	6	-20	-6
Cc1ccc(N)cc1-n1c(C)ccc1C	-3	1	11	0	-1	0.8	-7	-10	-1
CC(NC(=O)CN1c2cccc3cccc(c23)S1(=O)=O)c1ccc(S(N)(=O)=O)cc1 (stereo not given)	5	-5	11	-8	2	-1.0	-1	-17	-3
CN1C(=O)C(N=Nc2ccc([N+](=O)[O-])cc2)SC1=S (stereo not given)	15	-17	10	11	14	70*	-3	-1	68*

Part of the list above in order of formula weight, lowest first.
SMILES	CHRM5 antagonist	CHRM5 PAM	TAAR1 agonist	CHO-K1 Ca PAM	CHRM5 agonist	CRFBP-R2 agonist	M4 PAM	TAAR1 antagonist	CRFBP-R2 block
Cc1cc(SCC#N)n2nc(C)c(-c3ccc(Cl)cc3)c2n1	5	-2	3	30	-5	0.4	-4	-11	-9
Cc1ccc(C(=O)C(c2ccccc2)N2Cc3ccccc3C2=N)cc1 (stereo not given)	2	-12	/	6	-7	-1.5	-10	/	21
O=C(CCCNS(=O)(=O)c1cccc2nsnc12)NCc1ccc(F)cc1	4	-2	8	-10	2	0.6	1	-4	7
Cc1ccc(SCC(=O)OCC(=O)NCCc2ccc(S(N)(=O)=O)cc2)c(C)c1	11	-1	-1	10	1	-5.2	-1	22	19

Additional compounds follow.
SMILES	CHRM5 antagonist	CHRM5 PAM	TAAR1 agonist	CHO-K1 Ca PAM	CHRM5 agonist	CRFBP-R2 agonist	M4 PAM	TAAR1 antagonist	CRFBP-R2 block
CC1(C(=O)NS(=O)(=O)c2cccc(OC(F)F)c2)CCN1C(=O)CC1CCCC1 (stereo not given)	4	-2	1	0	2	/	-3	0	/
COc1cccc(N(CC(=O)NC(C)(C)C)C(=O)C2CSC(=O)C2)c1 (stereo not given)	-13	5	1	23	2	-4.4	5	-5	-7
O=C(COc1ccc(F)cc1F)N1CCCCCCC1	-4	2	5	-3	2	0.1	1	9	0
Cc1cc(C)n(C(=O)c2nn(C)c(C)c2[N+](=O)[O-])n1	-4	8	10	13	2	-1.3	2	16	15
CN(C)CCCN(Cc1ccccc1)C(=S)Nc1cccc(C(F)(F)F)c1	1	0	17	4	-7	4.6	-7	6	-27
CCOc1ccc(NC(=S)NC(=O)c2c(Br)cnn2C)c([N+](=O)[O-])c1	-1	6	-1	3	0	11	0	-33	27
COc1ccc(OC(=O)Nc2ccc([N+](=O)[O-])cc2OC)cc1	2	-1	2	1	-2	1.2	6	-10	5
COc1cc2c(cc1OC)C(C)N(C(=O)C(NC(=O)c1ccccc1)C(C)C)CC2 (stereo not given)	0	0	0	12	2	0.3	-4	-5	-14
O=S(=O)(c1ccccc1C(F)(F)F)N1CCN(S(=O)(=O)c2ccccc2C(F)(F)F)CC1	7	-6	4	22	-4	-3.5	15	-14	-2
COCC(=O)N(C)C[C@H]1N[C@@](C)(C(=O)OC)[C@H]2C(=O)N(C)C(=O)[C@@H]12	10	0	2	28	1	1.5	6	-9	3
COc1cc2c3c(c1OC)C(=O)CC3CCCC2 (stereo not given)	-2	1	-1	8	-6	/	-5	-20	/
CC(=O)c1cccc(NC(=O)CN2CCN(Cc3ccccc3)CC2)c1	5	3	3	21	0	1.2	4	5	-8
Cc1cccc(NS(=O)(=O)c2cc(C(=O)OCC(=O)Nc3cc(C)on3)ccc2C)c1	7	-12	10	13	1	0.4	-3	26	-11
COc1ccc(-n2c(C)c(C(C)=O)c(C(C)=O)c2C)cc1OC	-5	-3	2	10	-2	1.2	17*	-5	1
O=C(Nc1cccc(F)c1)N1CC=C(n2c(=O)[nH]c3ccccc32)CC1	2	-7	6	14	3	-0.9	-1	33	-7
Cc1cc(C)nc(Nc2n[nH]c(-c3ccccc3C)n2)n1	-4	-1	7	11	1	-0.3	3	8	-1
O=C(O)CC1SC(=Nc2cccc(C(F)(F)F)c2)NC1=O (stereo not given)	-2	-7	9	18	-1	0.0	4	-3	-8
O=c1ccc(NS(=O)(=O)c2ccccc2)cn1Cc1ccc(Cl)c(Cl)c1	6	-15	14	17	6	0.2	-2	34	-15
CCCCc1nc2cc(C(=O)N3CCCC(COC)C3)ccc2o1 (stereo not given)	0	-2	2	-9	-2	-0.5	-2	-19	6
COC(=O)c1ccccc1NC(=O)CSc1nc(C)cc(C)n1	-18	12	6	13	4	0.1	-3	10	34
CCn1c(SCc2nc3ccccc3[nH]2)nnc1-c1ccccc1OC	-3	0	8	17	-2	-0.2	-1	6	-9

Screening results as filed in PubChem BioAssay.
